# Screening data from PubChem BioAssay.
# CR mimetic SO: caloric restriction mimetics inhibiting age-related superoxide in yeast. S. cerevisiae aged cells, superoxide DHE fluorescence; hits give low values. superoxide response (% of plate mean), % at 10 µM. 330,000 compounds, 0.18% hits. AID 2690;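 active means superoxide response under a set limit, about three screen SD below normal, cut at about 65% in these data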;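 further: yeast aged for seven days with compound at 30 °C before DHE staining; 100% = average MFI of all compound-treated wells on the plate with controls excluded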
# Efflux pump mplx: blocks antifungal efflux pumps in multiplex yeast assay | S. cerevisiae Candida pump triplex, Nile Red efflux | inhibition, % at 10 µM | 330,000 compounds, 0.44% hits;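 active means plate passing quality check with inhibition over a set limit, or well fluorescence over plate mean plus 4 SD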;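 further: Nile Red retained in pooled yeast measured as flow cytometry median fluorescence; 0% = buffer negative control and 100% = Enniatin B positive control; higher means more Nile Red kept so more efflux inhibition; some compounds called inactive have numbers as strong as hits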
# Fam108B counter: Fam108B inhibition, counter-screen for RBBP9 inhibitors; recombinant Fam108B, FP-Rh probe fluorescence polarization; inhibition, % at 9.51 µM; 300,000 compounds, 0.33% hits; AID 1947;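 active means inhibition above the screen mean inhibition plus 3 SD, computed separately per campaign, cut at about 18% in these data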;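 further: inhibitors lower polarization as less probe binds the enzyme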
# GLD-1 TGE inh: GLD-1-TGE RNA interaction inhibition (C. elegans); Q17339; purified GLD-1 + fluorescein TGE RNA, fluorescence polarization; inhibition, % at 5.96 µM; 320,000 compounds, 0.44% hits; AID 2280;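 active means percent inhibition above a per-plate cutoff, the plate mean of test compounds plus 3 SD, cut at about 30% in these data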;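 further: 0% = DMSO wells with GLD-1 and probe and 100% = wells lacking GLD-1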
# Bcl-xL primary: inhibitors of human Bcl-xL | Q07817 | inhibition, % at 10.9 µM | GST-Bcl-xL / FITC-Bim BH3 peptide fluorescence polarization | 320,000 compounds, 0.7% hits;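 active means inhibition above the mean of all tested compounds plus 3 SD, cutoff set per campaign, cut at about 30% in these data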;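 further: 0% = DMSO wells and 100% = unlabeled Bim-BH3 peptide competitor; inhibitors lower millipolarization by displacing the labeled peptide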
# Target sequence (Q07817 whole entry, looked up): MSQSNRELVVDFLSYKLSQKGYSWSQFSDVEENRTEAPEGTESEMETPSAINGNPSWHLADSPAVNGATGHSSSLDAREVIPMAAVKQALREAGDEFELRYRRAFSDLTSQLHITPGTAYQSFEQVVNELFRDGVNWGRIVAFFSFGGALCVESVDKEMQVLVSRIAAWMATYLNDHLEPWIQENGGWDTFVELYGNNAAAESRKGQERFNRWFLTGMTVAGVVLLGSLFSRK
# ZTA counter: counter-screen for EBNA-1 inhibitors: inhibitors of Epstein-Barr virus ZTA | ZTA-DNA binding, fluorescence polarization | 320,000 compounds, 0.15% hits | inhibition, % at 11 µM | AID 2234; in the data active means inhibition above about 33%
# Target sequence (P03206 whole entry, looked up): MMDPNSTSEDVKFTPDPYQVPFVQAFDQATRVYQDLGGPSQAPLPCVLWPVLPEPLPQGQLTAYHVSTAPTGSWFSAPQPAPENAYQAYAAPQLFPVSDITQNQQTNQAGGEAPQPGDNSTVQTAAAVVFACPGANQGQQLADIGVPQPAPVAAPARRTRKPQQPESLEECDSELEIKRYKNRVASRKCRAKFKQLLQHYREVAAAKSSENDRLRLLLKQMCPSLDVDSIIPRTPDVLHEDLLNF
# MCL1 BIM primary: inhibitors of human MCL1 binding to BIM-BH3 peptide; Q07820; GST-MCL1 / FITC-Bim-BH3 fluorescence polarization; inhibition, % at 10.9 µM; 320,000 compounds, 0.68% hits; AID 2057;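 active means inhibition above the mean inhibition of all tested compounds plus 3 SD, set per campaign, cut at about 40% in these data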;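 further: 0% = DMSO wells and 100% = unlabeled Bim-BH3 peptide control; higher means more loss of mP so more displacement of Bim peptide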
# EBNA-1 inh: blocks EBNA-1 binding to DNA; EBNA-1 DNA binding, fluorescence polarization; 300,000 compounds, 0.34% hits; AID 1950; inhibition, % at 14.8 µM; in the data active means inhibition above about 28%
# MEX-5 binding: C. elegans MEX-5 TCR-2 RNA binding activity; MEX-5/FITC-TCR2 RNA binding, fluorescence polarization; hits give low values; activity score (negative = inhibition of binding), % at 10 µM; 300,000 compounds, 0.38% hits; AID 1832;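 active means inhibition past about -25% in most replicates, and total fluorescence under double the plate's negative control median, limit read from the data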;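 further: 0% = DMSO and -100% = 5 µM competing unlabeled TCR2 RNA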
# Target sequence (Q9XUB2 whole entry, looked up): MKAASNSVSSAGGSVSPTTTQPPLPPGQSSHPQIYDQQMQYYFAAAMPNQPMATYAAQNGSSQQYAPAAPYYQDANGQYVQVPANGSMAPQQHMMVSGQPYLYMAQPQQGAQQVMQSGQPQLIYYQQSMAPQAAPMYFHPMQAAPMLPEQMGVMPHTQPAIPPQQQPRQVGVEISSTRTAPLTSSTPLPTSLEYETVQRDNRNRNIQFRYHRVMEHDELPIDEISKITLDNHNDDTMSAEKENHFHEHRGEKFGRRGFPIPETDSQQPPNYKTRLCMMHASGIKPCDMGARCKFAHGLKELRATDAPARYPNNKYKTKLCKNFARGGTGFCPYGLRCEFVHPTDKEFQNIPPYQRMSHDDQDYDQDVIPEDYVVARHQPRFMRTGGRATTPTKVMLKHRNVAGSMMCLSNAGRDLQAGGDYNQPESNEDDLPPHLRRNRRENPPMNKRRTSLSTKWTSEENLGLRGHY
# * marks the source's active call; other numbers are inactive results; x = not tested or not shown.
SMILES	CR mimetic SO	Efflux pump mplx	Fam108B counter	GLD-1 TGE inh	Bcl-xL primary	ZTA counter	MCL1 BIM primary	EBNA-1 inh	MEX-5 binding
COC(=O)[C@@H](NCc1cccc(CN([C@H](C(=O)OC)C(C)C)S(C)(=O)=O)c1)C(C)C	111.4	0.2	-0.7	2.1	-0.3	0.7	0.1	-1.4	2.4
Cc1cc(C)c2nc(C(F)(F)F)nc(NCCCN3CCOCC3)c2c1	81.6	-0.2	2.5	0.2	3.5	14.0	6.7	6.2	1.6
COc1cc(C(=O)OCC2CC(c3ccccc3)=NO2)cc(OC)c1OC (centres undefined)	108.4	0.1	-1.1	2.3	0.4	-0.7	3.6	-11.7	0.3
O=C(Nc1nnc(C(F)(F)F)s1)C1COc2ccccc2O1 (centres undefined)	86.2	-0.1	1.3	9.9	4.7	3.8	3.5	9.6	0.9
Cn1nc(-c2ccccc2)c(N2CCCCC2)cc1=O	104.9	0.1	-2.1	-4.0	-1.4	22.1	-2.3	3.9	2.7
O=C(CN(Cc1ccccc1)S(=O)(=O)c1ccc(F)cc1)NCc1ccccn1	99.4	-0.3	-0.6	-2.5	2.2	-3.0	-0.5	-17.0	-0.5
O=C(Nc1ccc(Cc2ccncc2)cc1)C1CCC(N2C(=O)C3C4C=CC(C5CC45)C3C2=O)CC1 (centres undefined)	99.1	0.1	1.4	-2.0	3.4	-0.2	-2.0	-3.3	2.6
Cc1cc(C)c(NC(=O)CNC(=O)c2ccc3c(=O)n4c(nc3c2)CCC4)c(C)c1	106.0	0.0	x	-5.8	0.3	4.8	4.2	x	x
CC1CCCCC1NC(=O)COC(=O)c1cc(=O)c2ccccc2o1 (centres undefined)	99.8	0.0	-1.4	0.2	1.8	0.2	-7.6	-10.8	1.5
CC(C)(C)OC(=O)N1CCC[C@H]1c1nnc(SCc2cccc(Cl)c2)o1	100.1	0.0	-0.6	4.4	-2.7	-9.2	-1.8	-15.0	0.2
O=C(/C=C/c1ccco1)Oc1ccc(C(=S)N2CCOCC2)cc1	99.9	0.0	2.0	-8.6	-9.1	-6.9	8.5	-6.0	-0.4
Cc1cc(N/C=C\c2nnnn2-c2ccc(F)cc2)no1	111.4	0.0	6.0	5.1	2.9	17.7	4.8	4.0	3.7
CN(C)Cc1c(-c2ccc(Cl)cc2)nc2ccccn12	92.2	-0.1	-1.6	8.3	12.5	16.4	7.0	2.2	-2.1
c1ccc(Cn2nnnc2C(c2cccnc2)N2CCN(c3ccccc3)CC2)cc1 (centres undefined)	84.2	0.0	-2.3	6.7	3.9	0.5	6.2	1.4	0.7
Cc1ccc(CCN2CCN=C2Nc2ccccc2)cc1	92.8	-0.1	2.7	0.1	4.1	-14.3	2.5	10.7	x
O=C1[C@H]2[C@@H](c3ccc(F)cc3)N3C(=O)N(c4ccc(Br)cc4)C(=O)[C@@]3(Cc3ccc(Cl)cc3)[C@H]2C(=O)N1C1CCCCC1	95.2	0.1	-13.2	-2.5	2.3	5.0	-0.3	9.4	0.0
Cc1ccc(C(=O)C2=C(O)C(=O)N(CC3CCCO3)C2c2ccccc2F)o1 (centres undefined)	93.0	0.1	2.4	0.0	-0.8	-5.1	-5.3	-1.3	0.9
O=c1cc(-c2ccccc2)nc(SCc2ccccc2)[nH]1	88.8	-0.1	2.4	5.0	-1.6	9.7	3.0	-6.0	2.4
CCCCN(C(=O)C1CSC2(C)CCC(=O)N12)c1c(N)n(CC(C)C)c(=O)[nH]c1=O (centres undefined)	83.3	-0.2	x	1.4	-2.8	1.6	-4.5	x	x
C/C(=N\NC(=O)c1nnn(-c2nonc2N)c1-c1cccs1)c1ccncc1	87.5	0.2	-2.6	8.4	-0.9	-33.6	2.2	-2.7	-0.3
CCOc1[nH]n(-c2ccccc2)c(=O)c1C=Nc1ccccc1	98.8	0.1	-0.6	9.0	5.8	-2.8	-1.8	-5.5	0.1
CSc1c(SCc2ccccc2)cnn(Cc2ccccc2)c1=O	112.4	-0.2	52.1*	140.3*	145.4*	4.7	181.1*	-3.7	-0.4
CCCC(=O)c1c(NC)cc(C)oc1=O	92.9	0.1	-0.3	2.3	3.7	-1.3	2.8	-10.2	1.2
OCCNCCCCCOc1ccc(F)cc1	100.2	0.1	-0.7	5.6	-0.7	-5.2	0.2	12.8	-0.8
Clc1ccc(-c2nnc(NCCN3CCCC3)c3ccccc23)cc1	97.7	0.0	-1.6	-2.0	2.2	-0.8	1.2	1.1	0.5
CC(C)CN(C(=O)COC(=O)c1c2c(nc3ccccc13)CCC2)c1c(N)n(Cc2ccccc2)c(=O)[nH]c1=O	95.3	-0.3	-1.6	0.2	-5.3	19.8	-7.9	4.2	4.8
CCC1CCc2sc(C(=O)N(C)CC(=O)Nc3ccc(OC)cc3)cc2C1 (centres undefined)	105.0	0.1	-3.8	-1.5	-1.2	4.9	-1.2	2.0	0.9
CSc1ccccc1OCc1cc(C(=O)N2CCNC(=O)C2)no1	95.7	0.1	0.6	3.5	1.5	-10.7	2.4	17.7	1.1
CCOC(=O)C1=C(O)C(=O)N(Cc2ccc(C(C)(C)C)cc2)CC1	87.7	0.1	6.0	6.1	-2.3	7.5	39.5	-0.4	1.5
COc1ccc2c(COC(=O)c3cccc(S(=O)(=O)NCC(C)C)c3)cc(=O)oc2c1	97.5	0.1	-9.9	-0.6	0.6	3.1	-6.7	-0.5	-0.4
COCCCNCC(=O)c1c(N)n(Cc2ccccc2)c(=O)n(C)c1=O	102.4	0.0	-1.1	7.3	-3.0	-8.2	-4.2	-9.0	-3.7
O=C(NCC(c1ccco1)N1CCc2ccccc21)c1cccc([N+](=O)[O-])c1 (centres undefined)	101.0	-0.1	3.4	5.5	1.9	-16.7	0.7	-3.4	-2.2
Cc1ccc(NS(=O)(=O)c2cc(C(=O)N3CCCC3)ccc2C)cc1C	88.5	0.0	2.9	-1.3	6.5	0.4	3.8	-5.5	-1.0
Cc1ccc(NC(=O)c2cc(-c3cccs3)nc3ccccc23)nc1	115.9	0.2	-5.0	5.1	5.5	-1.1	0.0	-6.2	0.3
O=C1c2sc3nc4c(c(=O)n3c2C(=O)N1c1ccccc1)CCC4	97.2	0.1	2.7	-1.4	3.9	13.0	2.3	4.4	-2.9
Cc1ccc(NC(=O)Cn2c(-c3ccc(F)cc3)cnc2SCC(=O)Nc2c(C)cccc2C)cc1	105.8	0.1	-4.9	1.7	5.0	5.0	8.0	0.4	0.1
CC(=O)Nc1ccc2nc(CN3CCC(CO)(CCc4ccccc4)CC3)ccc2c1	115.1	0.1	-2.5	0.4	-2.0	8.8	-1.9	2.0	5.4
CC(CN1C(C)CCCC1C)OC(=O)c1ccc(Cl)cc1Cl (centres undefined)	112.0	-0.2	-1.5	-2.6	4.8	-9.9	0.9	1.4	1.1
CN(C)CCCN(C(=O)c1cccs1)c1nc2cc3c(cc2s1)OCO3	88.2	-0.1	-5.1	4.7	4.7	1.2	1.3	-2.1	-2.0
COC(=O)CCN(C(=O)c1ccc([N+](=O)[O-])cc1)c1ccccn1	118.9	0.6	-2.5	-1.7	26.7	-1.1	1.1	-5.5	-0.2
O=C(c1ccco1)N1N=C(c2ccc(Br)cc2)CC1c1ccco1 (centres undefined)	98.2	-0.1	x	0.5	3.3	8.8	6.3	x	x
O=[N+]([O-])c1ccc(S(=O)(=O)Nc2ccc(S(=O)(=O)N3CCCC3)cc2)cc1	96.3	-0.1	-1.3	2.6	-2.8	1.4	-3.4	-2.0	-0.3
Cc1ccc(-n2ncc(N(C)C)c(Cl)c2=O)cc1	95.0	-0.2	-0.6	5.8	-2.3	7.0	-1.4	4.2	-1.3
O=C(c1cccc(-c2ccco2)c1)N1CCCC(N2CCN(c3ccc(F)cc3)CC2)C1 (centres undefined)	103.8	-0.1	-4.6	4.5	1.7	0.5	0.5	1.9	0.3
C/C(=N\NC(=O)C1CCCC1)c1ccc(C(C)C)cc1	106.7	-0.1	0.3	-1.2	2.0	5.5	-1.3	2.7	-1.8
CSc1nnc(C(C)(C)C)c(=O)n1/N=C/c1ccccc1O	96.2	0.2	4.0	3.9	-1.4	9.4	2.8	-4.3	0.7
CC[C@@]12C(=O)N(c3cccc(Br)c3)C(=O)N1[C@H](c1cccc(C)c1)[C@@H]1C(=O)N(Cc3ccccc3)C(=O)[C@@H]12	106.7	-0.1	-1.1	12.8	4.1	0.4	3.2	1.8	2.1
O=C(c1ccc(Cl)cc1)N1CCC(=O)N(C(CO)Cc2ccccc2)CC1 (centres undefined)	90.8	0.1	0.0	2.5	2.9	-2.6	-0.7	9.2	4.0
COc1ccc(C(=O)NCCNc2nc3cc(C)c(C)cc3cc2C)cc1	107.1	0.3	0.2	0.5	3.3	-0.1	3.1	-8.3	1.1
COc1ccc(-c2noc(CNC(=O)c3ccc4c(c3)OCO4)n2)cc1OC	104.1	0.0	6.6	6.8	2.8	17.6	-0.1	26.2	-1.0
CS(=O)(=O)c1ccc(Cl)c(NC(=O)C2CCN(S(=O)(=O)c3cccs3)CC2)c1	92.5	0.2	x	1.0	-1.4	-8.4	-0.7	x	x
Cc1ccccc1NC(=O)c1cc(S(=O)(=O)N2CCOCC2)ccc1F	104.5	0.4	0.2	-0.1	-7.1	14.4	-16.2	5.9	-2.7
Cc1nn(C)c(-c2n[nH]c(=S)n2Cc2ccco2)c1Cl	86.7	0.1	4.1	6.6	-22.9	-15.6	-13.8	-10.6	2.9
CS(=O)(=O)N(CC(=O)NCc1cccnc1)Cc1ccc(Cl)cc1	100.1	0.0	3.3	3.5	3.4	-19.1	-5.9	-10.6	1.8
COc1ccc(CN(CCC(c2ccc(F)cc2)C2CCOC(C)(C)C2)C(=O)c2ccco2)cc1 (centres undefined)	116.0	0.3	3.1	-2.8	1.5	-0.8	1.8	-1.4	0.9
Cc1ccc(S(=O)(=O)NCCCC(=O)C=[N+]=[N-])cc1	94.5	-0.1	-3.9	1.1	1.6	7.0	1.8	-0.5	x
Cc1cccc(NC(=O)CCN2C(=O)C3C4CCC(C4)C3C2=O)c1C (centres undefined)	101.4	0.1	2.0	0.8	2.6	6.3	1.5	-0.9	0.5
COc1cc(CNCCCN2CCOCC2)ccc1OCC(=O)Nc1cccc(C(F)(F)F)c1	94.5	-0.1	-1.2	0.7	1.6	16.4	-3.1	3.4	-0.9
COc1cccc(NC(=O)COC(=O)c2c(F)cccc2F)c1	96.5	-0.1	-2.5	9.3	5.2	-12.4	-0.5	11.2	0.9
CCN1C(=O)c2cccc3c(S(=O)(=O)N4CCC(C)CC4)ccc1c23	100.5	0.1	x	4.1	1.1	-1.2	2.3	x	x
COC(=O)C(Cc1ccccc1)NC(=O)CNS(=O)(=O)c1ccc(Br)cc1 (centres undefined)	98.1	0.0	-2.1	6.6	1.7	7.7	-1.5	-3.7	2.3
Cc1ccc(SCCC(=O)N2CCC(C(N)=O)CC2)cc1	98.8	0.0	2.8	-0.9	3.0	-1.2	-4.5	-7.5	-2.0
Cc1ccc(-n2c(C)cc(C(=O)CSc3n[nH]c(N)n3)c2C)cc1	103.5	-0.2	4.1	-2.8	-4.1	7.5	-11.5	6.0	1.8
